GSIS activator: GLuc luminescence reporter in INS-1E cells, primary screen for activators of glucose-dependent secretion of insulin | 370,000 tested, 0.61% active | activation, % at 16.6 µM | INS-1E GLuc reporter insulin secretion, 2-3 h;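 active = lowest replicate activation of at least 40%, so every replicate reaches that level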;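 also: 0% = median of neutral control wells and 100% = median of IBMX positive control wells; some compounds called inactive have numbers as strong as hits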
DENV2 CPE rescue: inhibitors of DENV2 cytopathic effect. DENV2-infected cells, cytopathic effect rescue, plate reader. CPE inhibition, % at 9.99 µM. 350,000 tested, 1.7% active. AID 651640; in the data active = CPE inhibition above about 20%, passing the limit was not always enough; tested in BHK-21 cells;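 also: 0% = median of neutral control wells and 100% = median of positive control wells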
FN deposit inh: fibronectin deposition inhibition | AH1F fibroblasts, Alexa488-fibronectin deposition fluorescence, overnight | AID 743247 | 350,000 tested, 0.086% active | inhibition, % at 12.6 µM;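 active = mean inhibition across replicates of 30% or more, regardless of how many single replicates reach that level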;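 also: positive control wells lacked labelled fibronectin entirely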
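Assay system: AH1F fibroblasts assembling fluorescent fibronectin matrix; Amount: 10000 AH1F cells per well; Buffer or medium: DMEM, 2% serum; Probe or stimulus: Alexa488-fibronectin, 24 nM final in well; Doses: single compound dose, delivered by pin transfer; Incubation: 1 h adhesion, overnight exposure; Measured by: fluorescence 485/525 nm; Read-out: fibronectin deposition inhibition.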
PAX8 reporter: lowers PAX8-driven luciferase in RMG-I cells. RMG-I TPO-luciferase reporter, SteadyGlo, 24 h. inhibition, % at 12.6 µM. 360,000 tested, 1.2% active. AID 652154;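 active = mean replicate inhibition at least 60% with every replicate also reaching 60%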;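 also: luciferase light reporting Pax8 driven TPO promoter activity; plate controls were median of neutral control wells for no effect and mitoxantrone controls for full effect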
CFTR F508del cor: CFTR F508del correction in bronchial cells. activity (quench increase), % at 7.58 µM. CFBE cells, YFP halide quenching; stimulated with forskolin plus potentiator P3; % fluorescence drop versus neutral controls. 350,000 tested, 0.36% active;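 active = mean added fluorescence quench of at least 8% versus neutral control, with both replicates also reaching 8%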;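 also: cells transiently co-express mutant CFTR-F508del with the halide-sensitive YFP; corrector assay measuring rescue of mutant channel to the surface after 24 h compound exposure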
miR122 inh: miR-122 inhibition in Huh7 cells; activation (reporter increase), % at 12.5 µM; AID 602342; 340,000 tested, 0.3% active; Huh7 miR-122 Renilla luciferase sensor, 48 h; neutral wells = 0, positive control = 100;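 active = mean replicate activation score at least 90 and every replicate individually at or above 90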;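 also: higher luciferase means less miR-122 activity so hits act as miR-122 inhibitors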
EWS-Fli inh: inhibitors of EWS/Fli oncoprotein transcriptional activity; A673 NR0B1-luciferase reporter, viability-normalised; inhibition, % at 12.6 µM; 350,000 tested, 0.67% active;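 active = mean inhibition of at least 50% after viability correction, with every replicate also passing that limit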;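 also: firefly luciferase signal divided by Alamar Blue viability fluorescence both relative to DMSO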
* = called active by the depositor; . = not tested or not shown; [ ] = remark or other dose.

SMILES | GSIS activator | DENV2 CPE rescue | FN deposit inh | PAX8 reporter | CFTR F508del cor | miR122 inh | EWS-Fli inh
CC(C)CCN(C(=O)c1ccc(Br)cc1)c1c(N)n(Cc2ccccc2)c(=O)[nH]c1=O | -2 | 8 | 8 | -10 | 0.3 | -2 | -5
O=C(Nc1ncc2c(n1)CC(c1ccco1)CC2=O)c1ccccc1 (stereo not given) | . | . | 1 | -29 | . | -3 | .
CC(C(=O)Nc1c2c(cc3c1CCC3)CCC2)N1CCCC1 (stereo not given) | -3 | . | -12 | -11 | . | 4 | .
CCN(C(=O)c1ccc2c(OC)n(CC)nc2c1)c1ccc(OC)cc1 | 0 | -1 | 4 | -12 | 1.6 | -1 | -9
COc1ccc2[nH]c(=O)c3c(c2c1)OC(C)(C)C=C3 | . | . | 6 | -25 | . | 8 | .
COCCNCc1ccc(C(C)C)cc1 | 6 | 0 | . | 3 | 3.0 | . | -47
CCC1CCCCN1S(=O)(=O)c1ccc(C(=O)Nc2nnc(C3=COCCO3)o2)cc1 (stereo not given) | 6 | 16 | 5 | 8 | -0.5 | -1 | 8
Cc1noc(C)c1S(=O)(=O)Nc1ccc2c(c1)C(=O)N([C@@H](C)CO)C[C@@H](C)[C@H](CN(C)C(=O)Cc1ccccc1)OCCCC[C@H](C)O2 | -7 | 9 | . | -3 | 0.9 | 14[16.7 µM] | 5
CCc1ccc(CN(C)C(=O)c2cc(COc3cncc(Cl)c3)on2)cc1 | 2 | 8 | 2 | -19 | 1.9 | -6 | -11
Cc1n[nH]c(C)c1CN(C)C(=O)C1CCC(=O)N(CC2CCCCC2)C1 (stereo not given) | 18 | 0 | . | -1 | 1.5 | 5 | -6
COCCn1c(SCC(=O)Nc2ccc(F)cc2F)nc2c([nH]c3ccccc32)c1=O | 13 | -4 | 5 | . | 3.0 | -3 | 12
C[C@@H]1CCCCCCCCC(=O)OCCN1C(=O)OC(C)(C)C | 9 | -14 | -11 | -16 | 0.9 | -1 | -1
CN(C(=O)c1ccccc1)c1nccnc1C#N | 2 | 1 | 6 | -28 | 1.5 | . | -4
COc1ccc(C(CCNCc2ccccc2F)c2ccc(F)cc2)cc1 (stereo not given) | -25 | -6 | 4 | . | 0.7 | . | 31
Cc1c(CC(=O)O)c(=O)oc2c(C)c3occ(-c4ccc(Br)cc4)c3cc12 | -7 | -5 | 5 | 2 | 0.4 | -10 | 12
CCCNC(=S)N1CCC(C(=O)c2ccc(Cl)cc2)CC1 | . | -8 | 13 | 0 | -2.4 | 4 | 13
C=CCOc1ccc2c(c1)C(=NO)c1cc(OCC=C)ccc1-2 | 1 | 5 | . | . | -0.8 | 2 | -4
CCC(=O)NCCc1nc2cc(NC(=O)COc3ccccc3)ccc2n1C | 8 | -5 | 3 | -53 | 2.2 | 5 | -76
O=C(CN1CCS(=O)(=O)CC1)N/N=C/c1cccc(C(F)(F)F)c1 | 11 | 17 | . | 11 | -3.3 | . | 0
O=C(NCCCc1ccccc1)c1c(O)nc2sccn2c1=O | 30 | 1 | -3 | -6 | -0.4 | 0 | -4
CC1=CC(C)(C)N(C(=O)CSc2nnc(C)s2)c2ccc(C)cc21 | 9 | 4 | . | . | -1.8 | -7 | 5
O=C(N/N=C/c1cc(Br)cc(Br)c1O)c1cccc(S(=O)(=O)N2CCOCC2)c1 | 0 | -2 | 2 | 6 | 3.4 | . | 11
Cc1ccc2cc(C=O)c(Cl)nc2c1 | 17 | 3 | 3 | -17 | -4.9 | . | 0
CCN(CC)c1ccc(NC(=O)COC(=O)Cc2ccsc2)cc1 | -2 | 5 | -1 | 12 | -1.6 | 8 | 5
COc1ccc(N(C(=O)CSCC(=O)Nc2cc(C)on2)C(C(=O)NC2CCCCC2)c2ccc(O)c(O)c2)cc1 (stereo not given) | -10 | 6 | 4 | -8 | . | . | 17
Cc1ccc(S(=O)(=O)N(C)CC(=O)OCC(=O)NC(=O)NC(C)C)cc1 | -4 | -3 | 0 | -15 | -4.5 | -12 | 10
O=C(Nc1ccc2c(c1)Cc1ccccc1-2)c1cccnc1 | 14 | -2 | 12 | -142 | -1.4 | . | -96
Nc1ccn([C@@H]2O[C@H](C(=O)N3CCN(C(=O)C(F)(F)F)CC3)[C@@H](O)[C@H]2O)c(=O)n1 | 9 | -8 | -3 | 3 | -1.0 | . | -17
Cc1ccn2c(=O)nc(SCC(=O)N3N=C(c4cccs4)CC3c3ccc(F)cc3)nc2c1 (stereo not given) | -18 | 18 | 2 | 43 | 2.7 | 6 | 11
C[C@@H]1CN([C@@H](C)CO)C(=O)c2cc(NS(=O)(=O)c3cccs3)ccc2O[C@@H]1CN(C)CC1CC1 | 13 | -5 | -5 | 3 | 0.2 | -5[16.7 µM] | 5

Four of these compounds, reformatted.
CCC(=O)NCCc1nc2cc(NC(=O)COc3ccccc3)ccc2n1C
  GSIS activator = 8
  DENV2 CPE rescue = -5
  FN deposit inh = 3
  PAX8 reporter = -53
  CFTR F508del cor = 2.2
  miR122 inh = 5
  EWS-Fli inh = -76
O=C(CN1CCS(=O)(=O)CC1)N/N=C/c1cccc(C(F)(F)F)c1
  GSIS activator = 11
  DENV2 CPE rescue = 17
  FN deposit inh = .
  PAX8 reporter = 11
  CFTR F508del cor = -3.3
  miR122 inh = .
  EWS-Fli inh = 0
O=C(NCCCc1ccccc1)c1c(O)nc2sccn2c1=O
  GSIS activator = 30
  DENV2 CPE rescue = 1
  FN deposit inh = -3
  PAX8 reporter = -6
  CFTR F508del cor = -0.4
  miR122 inh = 0
  EWS-Fli inh = -4
CC1=CC(C)(C)N(C(=O)CSc2nnc(C)s2)c2ccc(C)cc21
  GSIS activator = 9
  DENV2 CPE rescue = 4
  FN deposit inh = .
  PAX8 reporter = .
  CFTR F508del cor = -1.8
  miR122 inh = -7
  EWS-Fli inh = 5

Continued:
SMILES | GSIS activator | DENV2 CPE rescue | FN deposit inh | PAX8 reporter | CFTR F508del cor | miR122 inh | EWS-Fli inh
CC(Nc1nc(-c2ccc(F)cc2)cs1)c1nc2cc(Cl)c(Cl)cc2n1CCCO (stereo not given) | -10 | . | 17 | 23 | 1.6 | 0 | 13
CCC(=O)Nc1ccc(C=C(C(C)=O)C(C)=O)cc1 | -35 | -5 | -11 | -2 | 3.6 | -14 | 10
O=C1NC[C@H](Cc2ccccc2)N(CCc2cc(C(F)(F)F)cc(C(F)(F)F)c2)C1=O | -44 | -1 | -15 | 6 | 1.0 | . | 0
Fc1ccccc1-c1nc(-c2ccc(Br)o2)no1 | 15 | 2 | 2 | -57 | -1.2 | . | -16
CCCNC(=O)Nc1ccc2c(c1)C(=O)N(C)C[C@@H](OC)[C@@H](C)CN(Cc1cccnc1)[C@@H](C)CO2 | 13 | -1 | -9 | -10 | -0.9 | . | 0
Cc1cccc(N2CCN(C(=O)C3CCN(S(=O)(=O)N4CCOCC4)CC3)CC2)c1C | -7 | 3 | -6 | 8 | -6.0 | . | -3
N#Cc1cccc(-c2ccc([C@@H]3[C@H](CO)N4CCCCN(C(=O)Nc5ccccc5)C[C@@H]34)cc2)c1 | -16 | 1 | . | 3 | -2.9 | 4[16.7 µM] | 19
Cc1cc(Nc2ccc(C)c(C)c2)c2ccccc2n1 | 3 | -7 | 2 | -12 | 2.6 | -12 | 14
COc1ccc(C(=O)c2c3ccccc3[n+]([O-])n2CCC(N)=O)cc1 | -1 | 1 | -16 | -7 | 1.9 | -4 | -6
CCCN=C1N(CC)C[C@@H]2[C@@H]3C(=O)N(C)C(=O)[C@@H]3[C@](Cc3ccccc3)(C(=O)OC)N12 | 3 | 4 | 3 | -20 | -3.4 | . | -8
COc1ccc2c3c(n(C)c2c1)[C@H](CO)N(C(=O)c1ccncc1)CC31CCN(C(C)=O)CC1 | 31 | 1 | . | . | 0.6 | . | -7
COC(=O)[C@H]1[C@@H]2COc3ccccc3[C@H]2N[C@H]1C(=O)OC | . | 1 | . | 13 | -0.5 | . | -8
O=C(CNS(=O)(=O)c1ccc(F)cc1)N1CCN(c2ccccc2)CC1 | -10 | -5 | . | . | -0.1 | -3 | -1
Cc1cc(C(=O)N2CCCC(N3CCN(c4cccc(C(F)(F)F)c4)CC3)C2)n[nH]1 (stereo not given) | 7 | -1 | -6 | 6 | 1.7 | -6 | .
O=C(CN1C(=O)C2C3C=CC(C3)C2C1=O)Nc1cccc(S(=O)(=O)N2CCCC2)c1 (stereo not given) | 26 | . | 0 | 2 | . | -5 | .
COCC(=O)N(C)C[C@H]1Oc2cc(C3=CCCCC3)ccc2S(=O)(=O)N([C@H](C)CO)C[C@@H]1C | -4 | -2 | . | . | -2.4 | -3[16.7 µM] | -9
COc1ccccc1N1CCN(C(=O)c2cc(C3CC3)on2)CC1 | 7 | 7 | 0 | 11 | -1.8 | 0 | -7
O=C(CN1CCOCC1)NCC[C@H]1CC[C@H](NC(=O)c2ccccc2F)[C@@H](CO)O1 | -3 | -2 | 1 | 0 | 0.4 | . | 2
CCS(=O)(=O)N1[C@H](CO)[C@@H](c2ccccc2)C12CN(C(=O)C1CCCC1)C2 | 18 | 19 | 0 | . | 3.0 | . | -2
CC(=O)C1=C(O)C(=O)N(c2ccc(S(=O)(=O)Nc3nccs3)cc2)C1c1ccc([N+](=O)[O-])cc1 (stereo not given) | 3 | -3 | -4 | -7 | 0.3 | . | 2
COc1ccc(C(=O)N2CCCC(c3cc(C(=O)NCc4cccnc4)no3)C2)cc1 (stereo not given) | 1 | -6 | 7 | 2 | -0.2 | -2 | 2
C[C@H](CO)N1C[C@H](C)[C@H](CN(C)Cc2ccc(-c3ccccc3)cc2)Oc2c(NC(=O)NC3CCCCC3)cccc2C1=O | -35 | -2 | -16 | . | 4.0 | 32[16.7 µM] | 25
COCCNC(=O)C[C@H]1C[C@H]2c3cc(NC(=O)Cc4ccncc4)ccc3O[C@H]2[C@H](CO)O1 | 3 | 18 | . | -7 | 1.2 | 12[16.7 µM] | 5
Cc1cc(Cl)ccc1OCC(=O)Nc1ccccc1NS(=O)(=O)c1cccs1 | 1 | -2 | -6 | 1 | 1.5 | -12 | 0
Cc1cc(=O)oc2cc(OCC(=O)N3CC(=O)Nc4ccccc43)c(Cl)cc12 | 14 | -3 | -7 | 10 | 2.2 | -12 | 0
COc1ccc(N2CCN(C(=O)COC(=O)c3cccc(S(=O)(=O)Nc4ccccc4OC)c3)CC2)cc1 | 18 | -2 | . | 24 | 2.2 | -3 | -11
C=C(C)CSc1nnc([C@@H]2CCCN2C(=O)OC(C)(C)C)o1 | 3 | . | -11 | 7 | . | 2 | .
CN(C)c1ccc(-c2noc(C3CCN(C(=O)Nc4ccc(Cl)cc4)CC3)n2)cc1 | -8 | 0 | 0 | 3 | -0.8 | 46 | 9
CCOC(=O)C1(Cc2ccc(OC)cc2)CCN(C(=O)CCn2cccn2)CC1 | -3 | 11 | 7 | -38 | -0.2 | -6 | -8
CCOc1ccccc1C(=O)NCC(=O)NNC(=O)c1cccs1 | 5 | 2 | 2 | 6 | 4.0 | 6 | 1
O=C(CC1NCCNC1=O)Nc1ccccc1 (stereo not given) | 7 | 5 | -14 | 15 | -0.4 | . | 4
CC(=O)c1cccc(S(=O)(=O)NCC(C)(C)N2CCOCC2)c1 | . | -3 | 1 | 2 | 1.4 | -7 | 5
CCCNC(=O)N1CC2(C1)[C@@H](c1ccccc1)[C@@H](CO)N2Cc1ccc(F)cc1 | -21 | 0 | . | 13 | 2.4 | . | -11
O=C(NC[C@@H]1CC[C@@H]2[C@@H](CN2C(=O)Cc2ccncc2)O1)C1CCOCC1 | . | -3 | . | -9 | 0.9 | . | 4
CC1CCc2c(sc(/N=C/c3cccnc3)c2C(N)=O)C1 (stereo not given) | -6 | -2 | -2 | -28 | . | -2 | -27
O=C(CNC(=O)c1cccs1)OCC(=O)c1ccc([N+](=O)[O-])cc1 | 16 | -1 | -3 | 3 | -4.6 | . | -6
NC(=O)c1ccc(NC(=O)c2ccc3c(c2)OCO3)cc1 | -1 | 10 | . | . | -0.4 | 0 | -62
CCCNC(=O)Nc1ccc2c(c1)C(=O)N(C)C[C@H](OC)[C@H](C)CN(C(=O)C1CCC1)[C@@H](C)CO2 | 13 | 2 | 1 | 5 | 1.1 | 10[16.7 µM] | -4

Screening results deposited in PubChem by Broad Institute.
